# Screening data as filed in PubChem.
# POLH inh: inhibitors of human DNA polymerase eta; 1.2% of 390,000 active; Q9Y253; Potency, µM (doses to about 114 µM), for the others: at the highest dose activity change, negative = inhibition, usual class: inhibitors; recombinant Pol eta, fluorescent DNA replication assay; note: potency is the fitted concentration of half-maximal effect; % is set by controls: 0 for no effect and ±100 for the full control effect
#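 Fluorescent replication assay: 50 nM final substrate added after a 15 min room-temperature compound preincubation with 10 nM enzyme. Signal taken at 0 min and again at 10 min.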
# Pol kappa inh: inhibitors of human DNA polymerase kappa; Q9UBT6; purified Pol kappa, fluorescent DNA synthesis assay, 10 min; Potency, µM (highest dose often 107 µM), without a hit: at the top dose activity, negative = inhibition, hits mostly inhibitors; 0.53% of 400,000 active; AID 588579; note: potency is the fitted concentration of half-maximal effect; % is set by controls: 0 for no effect and ±100 for the full control effect
#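 Here, compound and 10 nM enzyme are combined for 15 min at room temperature; adding 50 nM substrate (final) starts DNA synthesis, tracked by fluorescence at 0 and 10 min against buffer-only wells.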
# RXFP1 antag: blocks the human relaxin receptor RXFP1; Q9HBX9; HEK293-RXFP1, relaxin-stimulated cAMP HTRF, 30 min; active compounds read low; activity change, negative = inhibition, % at 57.5 µM; 0.59% of 350,000 active;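 active = activity change of -60% or lower, but not beyond a set lower limit; inconclusive = change between -60% and -40%, or beyond the set limit; inactive = change above -40%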; note: % is set by controls: 0 for no effect and ±100 for the full control effect
# Anesthetic bind: candidate novel general anesthetic via apoferritin binding; apoferritin/1-aminoanthracene competitive binding, fluorescence; Potency, µM (titrated, usually from 77.5 µM), without a hit: at the top dose activity change, negative = displacement, actives largely listed as inhibitors; 0.074% of 350,000 active; note: potency is the fitted concentration of half-maximal effect; % is set by controls: 0 for no effect and ±100 for the full control effect; nearly all actives have a fitted effect of over 20% in size
# Target sequence (P02791 2-175 limits assumed): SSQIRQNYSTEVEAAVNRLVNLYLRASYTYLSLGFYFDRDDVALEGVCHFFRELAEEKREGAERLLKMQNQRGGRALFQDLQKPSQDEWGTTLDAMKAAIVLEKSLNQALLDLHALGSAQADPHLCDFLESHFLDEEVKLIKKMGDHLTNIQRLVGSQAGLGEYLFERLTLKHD
#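 Read-out: endpoint 1-AMA fluorescence, excitation 380 nm and emission 535 nm, after compounds sit 10 min at room temperature with 10 uM horse-spleen apoferritin in 50% saturated 1-AMA/PBS. Values come from four-parameter Hill fits.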
# Pol iota inh: DNA polymerase iota (human) inhibition; Q9UNA4; Pol iota fluorescent replication assay, 10 min; Potency, µM (series often up to 115 µM), without a hit: at the top dose activity, negative = inhibition, hits mostly inhibitors; 1% of 390,000 active; AID 588590; note: potency is the fitted concentration of half-maximal effect
#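 Fluorescent replication assay read twice, at 0 min and 10 min after adding 50 nM (final) substrate. Enzyme (10 nM) and compounds were first incubated 15 min at room temperature; enzyme-free buffer wells were negative controls.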
# Tb PGK inh: blocks T. brucei phosphoglycerate kinase. P07378. PGK/GAPDH coupled, Kinase-Glo luminescence, 60 min. Potency, µM (highest dose often 57.5 µM), inactives show at the highest dose activity change, negative = inhibition, most hits filed as inhibitors. 0.043% of 380,000 active. AID 602233; note: potency is the fitted concentration of half-maximal effect; % is set by controls: 0 for no effect and ±100 for the full control effect; nearly all actives have a fitted effect of over 60% in size
# Target sequence (P07378 whole entry, looked up): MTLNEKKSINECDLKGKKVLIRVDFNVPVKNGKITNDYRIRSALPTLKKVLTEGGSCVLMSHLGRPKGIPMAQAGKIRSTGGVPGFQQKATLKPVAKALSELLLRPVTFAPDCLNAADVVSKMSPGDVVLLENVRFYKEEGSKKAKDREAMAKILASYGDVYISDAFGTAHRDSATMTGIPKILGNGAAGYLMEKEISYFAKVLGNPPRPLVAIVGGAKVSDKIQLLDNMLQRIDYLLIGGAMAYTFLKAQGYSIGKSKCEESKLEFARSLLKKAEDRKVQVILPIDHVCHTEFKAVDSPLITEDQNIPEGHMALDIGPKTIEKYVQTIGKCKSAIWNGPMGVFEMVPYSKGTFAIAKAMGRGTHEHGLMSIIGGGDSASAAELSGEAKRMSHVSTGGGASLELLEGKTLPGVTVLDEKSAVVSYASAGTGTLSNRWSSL
#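 Luminescent ATP detection (Kinase-Glo Plus) follows a 60-minute room-temperature incubation, with wells lacking PGK as controls. Buffer: 100 mM TEA (pH 7.6), 5 mM MgCl2, 0.01% Tween-20. Coupling enzyme GAPDH (100 nM final) supplies unstable 1,3-BPG in-well.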
# POLB inh: blocks human DNA polymerase beta activity; P06746; Pol beta primer extension/strand displacement, fluorescence kinetic; Potency, µM (highest dose often 114 µM), without a hit: top-dose activity change, negative = inhibition, hits mostly inhibitors; 1.3% of 340,000 active; AID 485314; note: potency is the fitted concentration of half-maximal effect; % is set by controls: 0 for no effect and ±100 for the full control effect
#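 Reaction started by 50 nM substrate onto compound-treated Pol beta (10 nM, 15 min preincubation, room temperature); plates read at 0 min and 10 min. Normalized concentration-effect data fitted by four-parameter Hill equation.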
# APE1 inh: blocks human APE1 abasic DNA cleavage; P27695; recombinant APE1, TAMRA/BHQ-2 abasic DNA cleavage fluorescence; Potency, µM (top dose mostly 65.8 µM), without a hit: top-dose activity change, negative = inhibition, usual class: inhibitors; 0.35% of 350,000 active;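 note: potency is the fitted concentration of half-maximal effect; plate controls were vehicle for no effect and reference inhibitor for full effect; nearly all actives have a fitted effect of over 55% in size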
# Target sequence (P27695 whole entry, looked up): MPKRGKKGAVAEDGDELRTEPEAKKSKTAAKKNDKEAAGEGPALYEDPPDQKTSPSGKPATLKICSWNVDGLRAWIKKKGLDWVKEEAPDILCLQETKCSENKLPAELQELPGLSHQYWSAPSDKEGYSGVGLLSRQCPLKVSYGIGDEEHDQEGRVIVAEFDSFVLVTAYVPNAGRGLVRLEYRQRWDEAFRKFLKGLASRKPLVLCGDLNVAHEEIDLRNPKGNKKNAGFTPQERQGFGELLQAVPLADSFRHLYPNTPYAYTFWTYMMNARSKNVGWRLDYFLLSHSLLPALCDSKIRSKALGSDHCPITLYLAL
#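 Quantitative HTS: incision of a TAMRA/BHQ-2 double-stranded substrate bearing a tetrahydrofuran abasic site by 0.75 nM APE1 raises fluorescence. Substrate 50 nM final, added after 15 min compound preincubation at room temperature; progress as third-minus-first kinetic read difference.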
# BLM inh: blocks DNA unwinding by human BLM helicase; recombinant BLM DNA unwinding, fluorescence dequenching; Potency, µM (doses to about 56.1 µM), without a hit: top-dose activity change, negative = inhibition, usual class: inhibitors; 0.2% of 350,000 active; AID 2528;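 note: potency is the fitted concentration of half-maximal effect; plate controls were vehicle for no effect and no enzyme for full effect; nearly all actives have a fitted effect of over 35% in size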
# * marks the source's active call; other numbers are inactive results; i = inactive; u = inconclusive; x = not tested or not shown; [ ] = dose if it differs, or a comment. Unless noted, calls come from the whole dose curve; as a rule, active = well fitted curve in the direction sought with a large enough effect; inconclusive = small, poorly fitted or top-dose-only effect, or another doubt; inactive = no such curve, though single readings can be large; an effect the other way counts as inactive or inconclusive. A portion of the library; the hit share may differ from the screen's.
SMILES,POLH inh,Pol kappa inh,RXFP1 antag,Anesthetic bind,Pol iota inh,Tb PGK inh,POLB inh,APE1 inh,BLM inh
O=C1COc2ccc(C(=O)COC(=O)Cc3ccc(Cl)cc3)cc2N1,-20%,-10%,-4,u,123%[activator],i,-21%,0%,-1%
CCOc1ccc(NS(=O)(=O)c2cc(NC(=O)C3CC3)ccc2C)cc1Br,-19%,-13%,-3,x,-12%,3%,x,-2%,x
CSc1nc(Cl)cc(N2CCOCC2)n1,-15%,0%,11,2%,51%[activator],-6%,-2%,4%,-2%
Cc1ccc(S(=O)(=O)NC2=NCN(C(C)C)CN2)cc1,2%,1%,-6,0%,77%[activator],3%,37%,25%,-15%
O=C(CSc1nc2ccccc2[nH]1)Nc1ccc(N2CCOCC2)cc1,-15%,2%,-1,-14%,-2%,14%,29%,-4%,-2%
COCCCNC(=O)c1cc(C)nn1-c1ccccc1,-6%,-4%,12,-12%,3%,i,7%,1%,0%
Cc1ccc(CNC(=O)CN2C(=O)CSc3ccc(S(=O)(=O)N(C)C)cc32)cc1,-1%,7%,x,7%,5%,-4%,-3%,x,-1%
CC(=O)c1sc(NC(=O)c2cccc3ccccc23)nc1C,-2%,-6%,1,-3%,7%,-8%,11%,1%,1%
COc1ccc(CC(=O)N2CCN(c3ccccc3)CC2)cc1,-4%,7%,0,-4%,0%,-3%,-21%,33%,-1%
CCOC(=O)C(Cc1ccc(O)cc1)NC(=O)CCc1c[nH]c2ccccc12 (stereo not drawn),-23%,-4%,3,-1%,-5%,x,0%,9%,-7%
Cc1ccc(C(=O)N2CCOCC2)cc1S(=O)(=O)Nc1cccc(C)c1C,-12%,-12%,-24,-4%,5%,4%,13%,19%,5%
N#CCC(=O)Nc1ccc(C(=O)NNC(=O)CCN2CCN(c3ccccc3)CC2)cc1,-25%,-26%,6,x,27%,-2%,x,18%,x
Cc1c(C(=O)NCc2cccnc2)sc2ncn(CC(=O)N3CCCCC3C)c(=O)c12 (stereo not drawn),-15%,-15%,1,6%,33%[activator],0%,-1%,2%,1%
COCC1CCCCN1Cc1cn(-c2ccccc2)nc1-c1ccc2c(c1)OCO2 (stereo not drawn),-13%,-6%,u,-18%,84%[activator],-1%,-16%,-1%,-2%
COc1ccc(OC)c(CCNC(=O)CN2C(=O)COc3ccc(S(=O)(=O)N4CCCCCC4)cc32)c1,-13%,-4%,x,2%,42%[activator],-9%,14%,x,-4%
O=C(Cn1cnc2c(nnn2Cc2ccc(Cl)cc2)c1=O)c1ccccc1,-18%,-8%,u,-10%,-2%,7%,u,14%,3%
Cc1nc2cc(-c3ccc(F)cc3)[nH]n2c(=O)c1C,4%,-11%,7,5%,u,-5%,13%,16%,0%
Cc1ccc(CN2CCN(CC(=O)N3CCc4ccccc4C3)C2=O)cc1,x,x,x,u,x,x,5%,2%,-7%
CCOC(=O)C1=C(C)Nc2ccccc2N/C1=N\S(=O)(=O)c1ccc(Cl)cc1,-12%,-4%,5,x,9%,-1%,x,32%,x
Cc1ccc(S(=O)(=O)c2nc(-c3ccccc3)oc2NCc2cccnc2)cc1,u,-6%,0,-8%,7%,i,u,-6%,-7%
Cc1cccc(CN2CCC(N3CC(C)OC(C)C3)CC2)c1 (stereo not drawn),-5%,-12%,-4,-5%,102%[activator],1%,-7%,-3%,6%
CCCCN1CC(c2nc3ccccc3n2CCCCOc2cccc(C)c2C)CC1=O (stereo not drawn),-21%,-4%,x,-2%,30%,-9%,-24%,x,1%
COc1cc(NS(=O)(=O)c2ccc(NC(=O)c3ccc(C(C)=O)cc3)cc2)nc(OC)n1,x,2%,-11,3%,-7%,x,18%,x,-2%
Cc1csc2c(N3CCC(C(=O)O)CC3)ncnc12,-22%,-10%,-4,-2%,-10%,-9%,5%,-3%,-1%
O=C(NCC1CCCCC1)c1ccc([N+](=O)[O-])cc1,-20%,-15%,6,-13%,u,-4%,16%,17%,-5%

# Continued, starting with the last 5 of the part before.
SMILES,POLH inh,Pol kappa inh,RXFP1 antag,Anesthetic bind,Pol iota inh,Tb PGK inh,POLB inh,APE1 inh,BLM inh
Cc1cccc(CN2CCC(N3CC(C)OC(C)C3)CC2)c1 (stereo not drawn),-5%,-12%,-4,-5%,102%[activator],1%,-7%,-3%,6%
CCCCN1CC(c2nc3ccccc3n2CCCCOc2cccc(C)c2C)CC1=O (stereo not drawn),-21%,-4%,x,-2%,30%,-9%,-24%,x,1%
COc1cc(NS(=O)(=O)c2ccc(NC(=O)c3ccc(C(C)=O)cc3)cc2)nc(OC)n1,x,2%,-11,3%,-7%,x,18%,x,-2%
Cc1csc2c(N3CCC(C(=O)O)CC3)ncnc12,-22%,-10%,-4,-2%,-10%,-9%,5%,-3%,-1%
O=C(NCC1CCCCC1)c1ccc([N+](=O)[O-])cc1,-20%,-15%,6,-13%,u,-4%,16%,17%,-5%
Brc1cc(Br)cc(CN2CCSCC2)c1,-16%,2%,-39,6%,16%,-6%,2%,-3%,-3%
O=C(c1ccco1)N1CCN(C(c2cccs2)c2nnnn2C2CCCC2)CC1 (stereo not drawn),-24%,-3%,-7,-4%,13%,0%,6%,-2%,-3%
COc1cc(NC(=NS(=O)(=O)c2ccccc2)c2ccccc2)ncn1,-19%,4%,-10,x,53%[activator],4%,x,x,x
CCOc1ccc(OCCC(=O)OCC(=O)NC2CCCC2)cc1,-4%,8%,-2,x,20%,i,x,27%,x
CCOC(=O)C1=C(C)NC(=O)NC1c1cc(Br)c(O)c(OC)c1 (stereo not drawn),0%,-2%,-17,6%,9%,1%,2%,-2%,-2%
CC(C)(C)c1ccc(C(=O)Nc2ccc(O)c3c(=O)cc(-c4cccc(Cl)c4)oc23)cc1,-7%,4%,x,-1%,2%,-2%,1%,u,3%
Cc1ccccc1OCC(=O)Nc1ccc(OCc2cc(=O)n3ccccc3n2)cc1,-15%,-5%[60.1 µM],2,31%[activator],6%,-1%,0%,x,-5%
O=C(c1nn2c(C(F)(F)F)cc(-c3ccc(F)cc3)nc2c1Cl)N1CCOCC1,-6%,-7%,-8,-12%,0%,5%,13%,1%,-1%
Cc1ccc(N(CC(=O)Nc2ccc(Cl)cc2)S(=O)(=O)c2cccc3nonc23)cc1,-16%,-3%,x,-8%,-4%,-10%,2%,x,-11%
CSc1ccc(CN2CCC(N3CC(C)OC(C)C3)CC2)cc1 (stereo not drawn),-6%,-9%,-2,-5%,35%[activator],i,3%,-2%,-10%
O=NNc1nc2ccccc2n1Cc1ccccc1,-4%,-2%,7,-20%,-15%,-8%,-8%,18%,-5%
CCc1ccc(N2CN(Cc3ccco3)CNC2=S)cc1,-24%,5%,-5,-9%,100%[activator],-3%,-16%,0%,-2%
Cc1nc2c(-c3ccccc3)c(C)[nH]n2c(=O)c1Cl,-3%,-1%,-11,19%,3%,-7%,2%,1%,0%
O=C(NC(=O)c1ccc(F)cc1F)Nc1ccc(Cl)cc1,-12%,1%,-9,-9%,66%[activator],-7%,18%,6%,-1%
CCOC(=O)c1csc(NC(=O)C2CCCCC2)n1,-4%,-14%,x,-3%,u,-1%,-13%,0%,-1%
O=C(Nc1cccc(-c2nc3ccccc3s2)c1)c1cccs1,-14%,-2%,-2,-23%,u,0%,-12%,-1%,-5%
O=C(c1ccc(O)cc1)c1ccc(Cl)cc1,-4%,-16%,8,u,12%,i,14%,-4%,-3%
COc1ccc(N2C(=O)CC(c3ccccc3)C2=O)cc1 (stereo not drawn),-17%,-6%,4,-9%,-7%[58.9 µM],9%,1%,0%,2%
CC(C)Cc1nnc(NC(=O)CS(=O)(=O)Cc2ccccc2)s1,1%,-10%,-7,-2%,3%,5%,29%,2%,-4%
Nc1nnc(SCC(=O)Nc2ccc(Cl)cc2)s1,12%,-5%[60.1 µM],0,-11%,-3%,-3%,-1%,x,-2%
COc1cccc2cc(C(C)N(CCCN3CCOCC3)C(=S)Nc3ccccc3C)oc12 (stereo not drawn),-18%,0%,-19,-3%,47%[activator],-10%,25%,-5%,1%
O=C(COC(=O)[C@@H]1CC(O)CN1S(=O)(=O)c1ccc(Cl)c(Cl)c1)NC(=O)NCc1ccccc1 (stereo partly drawn),-8%,1%,-7,x,12%,-7%,x,21%,x
CC(C)(C)NC(=O)C(OC(=O)c1cccs1)c1ccc(F)cc1 (stereo not drawn),-22%,13%,-3,-9%,9%,-10%,14%,-6%,0%
O=C(O)CSCC(=O)Nc1cccc2ccccc12,9%,-5%[60.1 µM],-15,-6%,u,i,-13%,12%,1%
O=S(=O)(c1ccccc1)N(C1=NCCS1)S(=O)(=O)c1ccccc1,-8%,-13%,-5,u,12%,1%,-27%,-3%,-4%
COc1ccccc1CNc1nc(SC)ncc1CO,-19%,-1%,-4,1%,6%,i,-14%,u,4%

# Given with values under each structure: part of the list above.
# Value order – POLH inh | Pol kappa inh | RXFP1 antag | Anesthetic bind | Pol iota inh | Tb PGK inh | POLB inh | APE1 inh | BLM inh
- O=NNc1nc2ccccc2n1Cc1ccccc1
    -4% | -2% | 7 | -20% | -15% | -8% | -8% | 18% | -5%
- CCc1ccc(N2CN(Cc3ccco3)CNC2=S)cc1
    -24% | 5% | -5 | -9% | 100%[activator] | -3% | -16% | 0% | -2%
- Cc1nc2c(-c3ccccc3)c(C)[nH]n2c(=O)c1Cl
    -3% | -1% | -11 | 19% | 3% | -7% | 2% | 1% | 0%
